Screening results as filed in PubChem BioAssay.
ERK AVP block: blocks ERK signaling stimulated by vasopressin; Potency, µM (doses to about 57.5 µM), for the others: top-dose activity, negative = inhibition, hits mostly inhibitors; AID 995; HEK293-V1b, vasopressin-stimulated pERK AlphaScreen; actives 0.99% (n = 72,000); also: potency is read from the fitted curve at half-maximal effect; % is scaled to controls: 0 for no effect and ±100 for the full control effect; nearly all actives have a fitted effect of over 55% in size
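HEK293 cells stably expressing V1b receptor, preincubated 30 min at 37 °C with compound, then stimulated 5 min with 25 nM vasopressin. Phospho-ERK by AlphaScreen SureFire after 5 h RT; normalized to DMSO and vasopressin; AC50 by Hill fit.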
A350 fluor: A350 region autofluorescence; Compound autofluorescence, 340/450 nm, Alexa 350 dye-equivalents; active compounds read high; max dye-equivalent concentration, M; actives 11% (n = 59,000); AID 590; in the data active = max dye-equivalent concentration above about 10 nM; inconclusive = mostly about 1.1 nM to 9.6 nM
4-MU autofl: compound fluoresces in the 4-MU spectral region; compound autofluorescence, 340/450 nm, 4-MU equivalents; active compounds read high; max dye-equivalent concentration, M; actives 11% (n = 59,000); AID 589; in the data active = max dye-equivalent concentration above about 10 nM; inconclusive = mostly about 1.1 nM to 9.6 nM
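Intrinsic fluorescence at 340/450 nm (ex/em) was read after 15 min at room temperature in pH 8.0, 100 mM Tris. Each compound concentration expressed as 4-MU-equivalent concentration from a six-point 4-MU standard series on each plate.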
Hsp90 Hop PPI: changes Hsp90-Hop TPR2A binding signal, up or down. AlphaScreen TPR2A-His6 binding biotin-Hsp90 C-terminal peptide. Potency, µM (series often up to 57 µM), without a hit: top-dose activity change, negative = inhibition. actives 0.44% (n = 71,000); active = well fitted curve in either direction with a large enough effect; inconclusive = small, poorly fitted or top-dose-only effect, or another doubt; also: potency is read from the fitted curve at half-maximal effect; % is scaled to controls: 0 for no effect and ±100 for the full control effect; many of its hits are not listed in these tables
GFP derepression: epigenetic modulators derepressing GFP locus in mouse cells; mouse C127i GFP locus derepression, cytometry, 30 h; Potency, µM (top dose mostly 46.1 µM), for the others: top-dose GFP derepression (activation); actives 0.09% (n = 68,000); AID 597; also: % of control where 0% means no effect
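Read-out is the number of GFP-positive cells, scored as fluorescent objects 20 to 120 um wide, reflecting derepression of a silenced CMV-GFP reporter in murine C127i cells after 30 h compound exposure at 37 C.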
CRE Fsk mod: modulators of forskolin-stimulated CRE signaling in CHO cells. actives 2.5% (n = 71,000). Potency, µM (top dose mostly 38.2 µM), for the others: at the top dose activity change, negative = inhibition, actives largely listed as activators. AID 662. CHO CRE-bla reporter (cAMP response element driving beta-lactamase), forskolin EC10, beta-lactamase ratio; active = well fitted activation curve with a large enough effect in the signal ratio, with a control signal flat, not every such curve was filed as active; inconclusive = small, poorly fitted or top-dose-only effect, or effect the other way, or a change in a side signal; the % refers to the signal ratio; also: potency is read from the fitted curve at half-maximal effect; % of control where 0% means no effect
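Modulation of forskolin signalling: compounds in titration series added with EC10 NKH 477 to CHO cells carrying a CRE-driven beta-lactamase reporter, 3 h, 37C. CCF4 FRET ratio (460/530 nm, ex 405 nm) gives %activity and AC50.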
HBB splice mod: hemoglobin beta splicing modulation; HBB splicing reporter cell assay, activation; EGFP reporter with mutant IVS2-654 intron; response scale: normalised to 500 nM splice-correcting PNA; Potency, µM (series often up to 46.1 µM), without a hit: at the top dose activation, hits mostly activators; actives 0.06% (n = 65,000); AID 925; also: potency is read from the fitted curve at half-maximal effect; 0% is about no effect
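HeLa cells stably expressing EGFP interrupted by mutant beta-globin intron 2 (IVS2-654), 500/well in 2% FCS. Treated with compound for 2 days at 37C. Splicing correction scored as total well GFP intensity (488 nm excitation, 500-520 nm emission); 500 nM antisense PNA served as control.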
Fluorescein autfl: compound fluoresces in the fluorescein spectral region | Compound autofluorescence, 480/540 nm, fluorescein-equivalent; active compounds read high | max fluorescein-equivalent concentration, M | actives 0.91% (n = 59,000); in the data active = max fluorescein-equivalent concentration above about 10 nM; inconclusive = between about 1.1 nM and that limit
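Autofluorescence profiling; 100 mM Tris, pH 8.0; incubation 15 min at RT; ex/em 480/540 nm; result as fluorescein-equivalent concentration.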
UbGFP stabilizer: ubiquitin-GFP accumulation via proteasome inhibition. Ubiquitin-GFP reporter cells, proteasome inhibition, GFP fluorescence; response scale: untreated = 0%, 10 µM MG-132 = 100%. Potency, µM (top dose mostly 45.9 µM), inactives show at the top dose activation (GFP accumulation), hits mostly activators. 67,000 tested, under 10 active; active = well fitted activation curve with a large enough effect, not every such curve was filed as active; inconclusive = small, poorly fitted or top-dose-only effect, or another doubt; inactive = no such curve, though single readings can be large or run the other way; also: potency is read from the fitted curve at half-maximal effect
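U2OS cells stably expressing ubiquitin(G76V)-GFP, seeded overnight in 0.5% FBS medium, were exposed to compounds (qHTS, 46 uM to 2.9 nM) for 4 hr at 37 °C. GFP-positive cells were counted by laser cytometry (488 ex/515 em), normalized between basal and 10 uM MG-132.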
FLuc inh: inhibitors of firefly luciferase | P08659 | actives 2.2% (n = 72,000) | Potency, µM (top dose mostly 57.1 µM), inactives show top-dose activity change, negative = inhibition, most hits filed as inhibitors | AID 411 | purified firefly luciferase, luminescence, 8 min; also: potency is read from the fitted curve at half-maximal effect; % is scaled to controls: 0 for no effect and ±100 for the full control effect; nearly all actives have a fitted effect of over 40% in size
Target sequence (P08659 whole entry, looked up): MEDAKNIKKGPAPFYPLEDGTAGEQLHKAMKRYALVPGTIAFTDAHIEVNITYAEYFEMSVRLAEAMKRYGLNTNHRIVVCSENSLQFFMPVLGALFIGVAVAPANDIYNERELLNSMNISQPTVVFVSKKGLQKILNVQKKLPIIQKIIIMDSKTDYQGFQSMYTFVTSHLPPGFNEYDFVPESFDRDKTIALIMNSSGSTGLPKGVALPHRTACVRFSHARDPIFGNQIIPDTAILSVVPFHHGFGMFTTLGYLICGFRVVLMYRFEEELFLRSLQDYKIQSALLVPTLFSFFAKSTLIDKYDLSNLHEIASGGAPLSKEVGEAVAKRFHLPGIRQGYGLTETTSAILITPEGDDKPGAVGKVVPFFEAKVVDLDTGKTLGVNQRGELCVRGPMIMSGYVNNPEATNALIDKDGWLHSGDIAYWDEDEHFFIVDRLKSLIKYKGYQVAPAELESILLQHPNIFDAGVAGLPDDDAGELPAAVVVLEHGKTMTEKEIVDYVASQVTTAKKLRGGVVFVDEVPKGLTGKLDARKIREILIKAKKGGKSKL
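Titration-based qHTS; buffer 50 mM imidazole pH 7.2, 50 mM KCl, 7 mM MgCl2, 10 uM ATP, 0.01% Tween 20, 0.05% BSA; luciferase/luciferin detector mix added after compound; 8 min, ambient; luminescence.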
TexasRed autofl: Texas Red region autofluorescence | AID 587 | Compound fluorescence, Texas Red channel, 547/618 nm; active compounds read high | actives 0.06% (n = 59,000) | max dye-equivalent concentration, M; in the data active = max dye-equivalent concentration above about 10 nM; inconclusive = between about 1.1 nM and that limit
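Spectral interference profiling: each compound concentration's relative fluorescence, read with a 547 nm excitation and 618 nm emission filter pair, was normalized to a per-plate Texas Red standard curve.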
* hit, by the source's call; i = inactive; ? = inconclusive; · = not tested or not shown; [ ] = another dose, or the depositor's remark. Unless noted, calls follow the shape of the dose curve; as a rule, active = well fitted curve in the direction sought with a large enough effect; inconclusive = small, poorly fitted or top-dose-only effect, or another doubt; inactive = no such curve, though single readings can be large; an effect the other way counts as inactive or inconclusive.

SMILES	ERK AVP block	A350 fluor	4-MU autofl	Hsp90 Hop PPI	GFP derepression	CRE Fsk mod	HBB splice mod	Fluorescein autfl	UbGFP stabilizer	FLuc inh	TexasRed autofl
Cc1ccccc1-c1nc(CS(=O)(=O)CC(=O)NCc2ccc3c(c2)OCO3)c(C)o1	-40.4%	·	·	-4.6%	0.0%	-2.4%	-0.4%	·	0.0%	3.0%	·
CC(=O)Oc1ccc(NC(=O)Cc2ccccc2)cc1	-9.4%	i	i	-1.2%	3.4%	3.0%	-0.3%	i	-0.5%	-0.9%	i
Cc1[nH]c(=O)[nH]c(=O)c1CSc1nnc([C@H](CC(C)C)NC(=O)OC(C)(C)C)o1	-17.8%	i	i	0.3%	-2.2%	-2.4%	0.7%[57.5 µM]	i	0.6%	3.0%	i
N#Cc1nc(COc2ccccc2F)oc1NCCCn1ccnc1	·	?	i	·	-6.5%[20.6 µM]	·	·	?	·	-1.1%[25.5 µM]	i
CN(c1ccc(F)cc1)S(=O)(=O)c1ccc2[nH]cc(C(=O)O)c(=O)c2c1	15.5%	i	i	-5.1%	-1.2%	-0.1%	-1.6%	i	6.5%	2.8%	i
CCC(=O)N1CCc2cc(S(=O)(=O)N3CCc4ccccc4C3)ccc21	21.3%	i	i	0.4%	3.2%	4.2%	1.0%	i	-2.4%	1.0%	i
COc1ccccc1N1CCN(CC(O)COc2cccc3ccccc23)CC1 (stereo unspecified)	·	?	?	·	2.4%[20.6 µM]	·	·	i	·	-1.3%[25.5 µM]	i
CCc1nc(SCC(=O)c2cc(C)ccc2C)n[nH]1	2.1%	·	·	-0.7%[11 µM]	0.0%	?	-2.3%[0.0738 µM]	·	19.6%[9.17 µM]	1.0%	·
Nc1c(C2=NCCO2)nnn1Cc1ccccc1	7.8%	i	i	-1.9%	-1.2%	-6.6%	-0.1%	i	1.8%	0.1%	?
O=C1CCCCC(=O)N(c2ccccc2)c2ccccc21	15.7%	·	·	-1.9%	-3.7%	-0.7%	-1.2%[9.22 µM]	·	19.9%	0.8%	·
N#Cc1nc(-c2ccco2)oc1N1CCN(Cc2ccccc2)CC1	-21.4%	i	i	-29.2%	0.0%	29.9%	5.3%[0.369 µM]	i	0.9%	2.5%	i
C=C(C)CSc1nc2c(cc1C#N)CCC2	-4.5%	·	·	12.0%	2.2%	20.2%	-0.3%[9.22 µM]	·	-29.8%	-1.8%	·
COc1ccc(-c2onc(C)c2-c2ccc(C(=O)OC(C)C)o2)c(O)c1	6.8%	i	i	-4.9%	-0.1%	?	0.9%	?	-3.4%	1.1%	i
CCOc1ccccc1C(=O)NC(C(=O)OCC(=O)Nc1nnc(-c2ccccc2)o1)C(C)C (stereo unspecified)	-1.8%	i	i	?	-4.4%	-0.6%	3.1%	i	-10.4%	-0.6%	i
CCCOc1ccc(Cc2nn[nH]n2)cc1	·	i	i	·	-6.0%[20.6 µM]	·	·	i	·	0.3%[25.5 µM]	i
c1ccc2nc3c(nc2c1)CCc1nonc1-3	-20.7%	?	i	-7.4%	2.7%	?	2.2%	i	3.6%	0.3%	i
Cc1ccsc1C(=O)OCc1csc(-c2ccccc2)n1	23.6%	i	i	?	3.9%	?	-1.1%	?	-1.3%	7.94µM*	i
COc1ccc(OC)c(Nc2nc(-c3sc(N)nc3C)cs2)c1	8.7%	i	i	?	-0.7%	21.4%	·	i	-5.0%	-1.7%	?
O=C(NCC1CCCO1)c1nn2cccnc2c1Cl (stereo unspecified)	-9.0%	i	i	-7.0%	-1.6%	2.0%	-0.2%	i	2.2%	-0.6%	?
CC(=O)Oc1ccc(C(=O)Nc2nccs2)cc1	-9.0%	·	·	-2.7%	0.0%	?	-0.1%	·	10.5%	-20.5%	·
NCCCCCNC(=O)/C=N\O	19.9%	i	i	-6.2%	-1.8%	-0.9%	0.7%	?	-13.1%	-0.7%	?
N[C@@H](CSS(=O)(=O)O)C(=O)O	-17.3%	·	·	-1.1%	2.8%	5.1%	·	·	-3.5%	-14.0%	·
O=C(Nc1ccc(F)c(F)c1)NC1CCCCC1	1.7%	i	i	1.4%	20.5%	?	2.4%	i	15.8%	-11.0%	i
Cc1ccc(-n2ncc3c(=O)n(Cc4ccccn4)cnc32)cc1C	-9.8%	i	i	0.5%	-3.0%	7.5%	·	?	5.9%	-2.6%	i
CCOc1ccccc1OCC(=O)Nc1ccc(N2CCCCC2)cc1	?	i	i	-23.6%	-2.0%	15.0%	-2.5%	?	1.2%	-1.2%	?
Nc1n[nH]c(-c2ccc(F)cc2)n1	-16.5%	i	i	-7.2%	0.2%	-1.5%	·	i	1.5%	1.1%	i
O=C(c1ccco1)N1CCN(C(=O)C2CC(c3ccc(F)cc3)=NO2)CC1 (stereo unspecified)	21.8%	·	·	?	·	-8.0%	2.0%	·	-11.4%	2.0%	·
COc1ccc(-c2cc(C(=O)N3CCCCC3)no2)cc1OC	12.2%	i	i	?	0.0%	?	0.1%	i	-0.7%	-14.9%	i
CC(C)Oc1ccc(CC2CC(=O)NC2=O)cc1 (stereo unspecified)	14.7%	i	i	4.6%	-2.2%	2.1%	·	i	1.3%	5.2%	i
COc1ccc(Cl)cc1C(=O)CSc1nnnn1C1CCCC1	13.1%	i	i	28.4%	3.9%	-8.4%	-0.1%	?	-0.8%	-2.1%	?
CCOc1ccc(NC(=O)CSc2nc3cccnc3n2CC)cc1	?	?	i	-6.7%	-0.1%	?	-2.2%	?	-0.8%	0.1%	i
CC1=C(C(=O)OC2CCCCCCC2)C(c2cccc(O)c2)NC(=O)N1 (stereo unspecified)	?	·	·	-7.1%[11 µM]	-1.5%	?	-4.0%[0.0738 µM]	·	0.0%[9.17 µM]	0.5%	·
O=C(Cn1[nH]c(=O)c2ccccc2c1=O)NCc1cccnc1	-39.7%	i	i	-2.1%	1.6%	-5.0%	-0.1%[57.5 µM]	?	-3.8%	2.0%	i
CCCC(=O)NCCc1c2n(c3ccc(OC)cc13)CCCc1ccccc1-2	?	i	i	-19.7%	-2.2%	8.3%	-0.3%	?	0.0%	-0.1%	i
CCc1nc(NCCN2CCOCC2)c(C#N)c2c1CCCC2	·	?	?	·	-2.6%[20.6 µM]	·	·	i	·	0.5%[25.5 µM]	i
N#Cc1nc(COc2ccccc2F)oc1NCc1ccc(F)cc1	?	·	·	-25.1%	-2.3%	7.3%	0.1%	·	-3.1%	-0.8%	·
COc1ccc(N2CCN(C(=O)c3ccc4c(=O)n(CC5CCCO5)c(=O)[nH]c4c3)CC2)cc1 (stereo unspecified)	16.9%	i	i	-1.4%	-1.4%	?	-0.6%	i	-2.2%	1.6%	i
COC(=O)c1cc2nc(-c3ccc(OC)c(OC)c3)cc(C(F)(F)F)n2n1	-8.5%	·	·	-0.2%	27.8%	14.2%	-1.3%	·	1.7%	2.2%	·
Cn1nnnc1SCC(=O)NCC(=O)c1ccccc1	·	i	i	·	-3.7%[20.6 µM]	·	·	i	·	0.2%[25.5 µM]	i
C=CCOc1cccc(C2c3c(oc4ccccc4c3=O)C(=O)N2c2ccccn2)c1 (stereo unspecified)	-3.0%	·	·	-7.0%	-4.2%	5.9%	-0.8%	·	15.6%	-0.7%	·
COc1ccc(NC(=O)CS(=O)CC(=O)NCc2cccc(C(F)(F)F)c2)cc1 (stereo unspecified)	1.8%	?	i	-0.9%	0.0%	1.0%	·	i	-3.4%	-1.7%	?
N/C(CC/C(N)=N/O)=N\O	-3.2%[11.5 µM]	i	i	-1.6%[11 µM]	0.0%[9.22 µM]	4.7%[7.6 µM]	4.3%[9.22 µM]	?	-4.9%[9.17 µM]	1.8%[11.4 µM]	i
CC1CN(c2oc(-c3ccco3)nc2S(=O)(=O)c2ccccc2)CC(C)O1 (stereo unspecified)	-5.9%	i	i	-0.4%	0.0%	-14.2%	0.1%	?	3.9%	-0.3%	i
CC(C(=O)NCc1ccccc1)N1C(=O)C2CC=C(Cl)CC2C1=O (stereo unspecified)	-6.7%	i	i	0.0%	0.0%	-13.0%	-0.8%	?	-4.4%	-0.7%	?
CN(C)CCN1C(=O)C(O)=C(C(=O)c2ccco2)C1c1ccccc1F (stereo unspecified)	11.1%	?	i	-4.5%	1.6%	-9.3%	-0.3%	?	3.9%	0.8%	i
COc1ccc(N2CCN(C(=O)c3ccc(CNc4c(N5CCOCC5)c(=O)c4=O)cc3)CC2)cc1	-20.3%	·	·	-2.5%[2.3 µM]	·	-7.3%	0.7%	·	-14.3%	1.7%	·
COc1ccc(C2CC(c3cccc(C)c3)n3nc(N)nc3N2)cc1 (stereo unspecified)	?	·	·	-2.4%[2.3 µM]	·	-1.4%	-0.3%	·	-14.3%	1.4%	·

Only part of the results is shown; the hit share may differ from the screen's.
